Screening data from PubChem.
EPAC2 agonist = activates human EPAC2 exchange factor; EPAC2 activation, biochemical qHTS; response scale: 100% = 6.5 mM cAMP response; Potency, µM (doses to about 154 µM), without a hit: at the top dose activation, usual class: activators; AID 720711; 360,000 compounds, 0.079% hits; Q8WZA2; also: potency is read from the fitted curve at half-maximal effect; nearly all actives have a fitted effect of over 50% in size
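Exchange assay: 100 nM EPAC2 with 250 nM Rap1B-BODIPY-GDP and 50 uM GDP. Fluorescence (ex 480/em 540 nm) read every 5 min for 30 min at room temperature. Data normalized to 6.5 mM cAMP as agonist control.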
CCT chaperon mod = changes cytosolic chaperonin activity; purified chaperonin ATPase assay, HTRF ADP detection, 30 min; 360,000 compounds, 0.3% hits; activity change, % (no concentration beside the values), hits read low; in the data active = activity change below about -30%; also: % is scaled to controls: 0 for no effect and ±100 for the full control effect
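Nucleotide hydrolysis assay: TRiC at 20–40 nM final (set by batch activity) with 10 uM ATP, 30 min at 37 °C, in presence of 76 uM compound. Detection by competitive ADP HTRF, 30 min ambient.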
EPAC1 agonist = EPAC1 (human) agonism | Potency, µM (top dose mostly 154 µM), for inactives: at the highest dose activation, usual class: activators | AID 720707 | 360,000 compounds, 0.073% hits | O95398 | EPAC1 agonist qHTS, biochemical assay; response scale: 100% = response to 6.5 mM cAMP; also: potency is read from the fitted curve at half-maximal effect; nearly all actives have a fitted effect of over 60% in size
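Read-out is the fluorescence drop as BODIPY-GDP leaves Rap1B (480 nm excitation, 540 nm emission), recorded every 5 minutes over 30 minutes. Reactions held 100 nM EPAC1, 250 nM Rap1B–BODIPY-GDP and 50 uM GDP, with 6.5 mM cAMP setting full activation.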
EPAC1 antag = EPAC1 (human) antagonism; O95398; EPAC1 GEF assay, Rap1b-BODIPY-GDP exchange fluorescence; Potency, µM (titrated, usually from 115 µM), for inactives: top-dose activity change, negative = inhibition, hits mostly inhibitors; 360,000 compounds, 0.14% hits; AID 720709;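 also: potency is read from the fitted curve at half-maximal effect; plate controls were vehicle for no effect and positive control for full effect; nearly all actives have a fitted effect of over 50% in size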
PLK1 PBD block = inhibitors of human PLK1 polo-box domain binding | Plk1 PBD binding of FITC phosphopeptide, fluorescence polarization | Potency, µM, for inactives: max response, negative = inhibition, actives largely listed as inhibitors | 360,000 compounds, 2.8% hits | AID 720504; also: potency is read from the fitted curve at half-maximal effect; series mostly up to about 57 µM; % is scaled to controls: 0 for no effect and ±100 for the full control effect; nearly all actives have a fitted effect of over 65% in size
Target sequence (P53350 whole entry, looked up, the tested form may be a part): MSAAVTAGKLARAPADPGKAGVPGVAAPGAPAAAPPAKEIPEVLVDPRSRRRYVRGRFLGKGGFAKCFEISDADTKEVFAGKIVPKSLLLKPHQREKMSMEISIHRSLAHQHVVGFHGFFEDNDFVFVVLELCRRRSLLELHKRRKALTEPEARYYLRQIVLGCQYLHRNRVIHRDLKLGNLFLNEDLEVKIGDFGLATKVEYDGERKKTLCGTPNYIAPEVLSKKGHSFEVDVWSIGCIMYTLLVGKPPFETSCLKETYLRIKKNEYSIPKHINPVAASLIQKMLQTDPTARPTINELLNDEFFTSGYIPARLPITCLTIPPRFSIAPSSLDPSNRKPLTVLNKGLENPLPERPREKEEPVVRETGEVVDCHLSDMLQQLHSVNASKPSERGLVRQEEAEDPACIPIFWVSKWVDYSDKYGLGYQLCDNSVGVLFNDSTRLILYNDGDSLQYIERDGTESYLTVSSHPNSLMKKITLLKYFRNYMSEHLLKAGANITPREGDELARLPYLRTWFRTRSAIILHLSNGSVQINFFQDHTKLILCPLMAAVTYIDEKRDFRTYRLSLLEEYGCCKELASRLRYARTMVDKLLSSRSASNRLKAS
WRN inhibitor = blocks human WRN helicase; Q14191; WRN helicase unwinding, fluorescent forked duplex, kinetic; Potency, µM (top dose mostly 114 µM), inactives show at the highest dose activity change, negative = inhibition, hits mostly inhibitors; 360,000 compounds, 0.46% hits; also: potency is read from the fitted curve at half-maximal effect; % is scaled to controls: 0 for no effect and ±100 for the full control effect; nearly all actives have a fitted effect of over 55% in size
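Kinetic fluorescence helicase assay: unwinding of a quenched forked DNA duplex (100 nM final) with 2 mM ATP final raises red fluorescence (525/598 nm). Compounds sat 15 min at room temperature with 20 nM WRN beforehand.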
IL-2 act = IL-2 activation | activation, % (series mostly up to about 46 µM) | AID 652025 | IL-2 activation reporter assay, cell-based qHTS; stimulated with anti-CD3/CD4/CD28 beads; in transgenic mouse T cells | 360,000 compounds, 0.065% hits; in the data active = activation above about 50%; inconclusive = mostly about 30% to 49%; also: 0% is about no effect
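Screening format: compound pinned onto unstimulated transgenic mouse T cells, 60 min incubation, then anti-CD3/anti-CD4/anti-CD28 bead stimulation for 18 hours at 37 degrees C, followed by EGFP and DsRed detection.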
PI5P4Ka inh = inhibitors of human PI5P4K alpha; PI5P4Kalpha enzyme, ADP-Glo luminescence, 60 min; stronger effect = lower value; max response, %; 330,000 compounds, 1.2% hits; AID 652105; active = max response of -50% or lower; inconclusive = between -30% and -50%; inactive = -30% or higher; also: value at the top dose of about 77 µM; % is scaled to controls: 0 for no effect and ±100 for the full control effect
Target sequence (P48426 whole entry, looked up): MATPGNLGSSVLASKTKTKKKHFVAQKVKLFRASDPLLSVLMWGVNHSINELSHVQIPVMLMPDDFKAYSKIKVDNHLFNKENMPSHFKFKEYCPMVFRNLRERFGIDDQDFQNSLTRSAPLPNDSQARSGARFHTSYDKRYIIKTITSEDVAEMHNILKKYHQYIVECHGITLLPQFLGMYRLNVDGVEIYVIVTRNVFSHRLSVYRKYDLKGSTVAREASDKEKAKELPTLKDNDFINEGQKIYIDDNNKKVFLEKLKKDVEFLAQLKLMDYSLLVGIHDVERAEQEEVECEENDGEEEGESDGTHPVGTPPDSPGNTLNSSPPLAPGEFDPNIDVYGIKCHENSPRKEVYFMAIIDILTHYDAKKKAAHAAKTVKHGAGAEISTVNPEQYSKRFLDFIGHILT
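Reactions run in 0.038 M HEPES pH 7.4, 0.28 mM EGTA, 0.1% CHAPS and 5% DMSO, with PI5P4Kalpha, substrate, compound and 5 microM ATP final, one hour at room temperature. Readout is ADP-Glo luminescence.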
* = called active by the depositor; ? = inconclusive; nt = not tested or not shown; [ ] = another dose, or the depositor's remark. Unless noted, calls follow the shape of the dose curve; as a rule, active = well fitted curve in the direction sought with a large enough effect; inconclusive = small, poorly fitted or top-dose-only effect, or another doubt; inactive = no such curve, though single readings can be large; an effect the other way counts as inactive or inconclusive. These rows are one share of the data; count on the stated rates, not on these rows.

SMILES	EPAC2 agonist	CCT chaperon mod	EPAC1 agonist	EPAC1 antag	PLK1 PBD block	WRN inhibitor	IL-2 act	PI5P4Ka inh
CCOCC(=O)Nc1cc(S(=O)(=O)N2CCOCC2)ccc1N1CCCCC1	2%	0.0	-7%	-18%	4.7µM*	-35%	-0.9	?
COc1ccc(C#Cc2cccc(-c3nc(C(=O)NCc4ccc(Oc5ccccc5)cc4)cc4c3[C@@H](CCO)N(S(=O)C(C)(C)C)C4)c2)cc1OC (stereo partly drawn)	0%	-0.9	-11%	-14%	-4%	-9%	-0.5	-7
CCCc1nc2ccc(NC(C)=O)cc2c(=O)n1Cc1ccccc1Cl	-1%	2.3	4%	-5%	-4%	6%	-0.8	6
CC(C)(C)CNC(=O)C1(C)CCN1C(=O)C1(c2ccccc2)CC1 (stereo not drawn)	2%	-1.5	-2%	-5%	-9%	-2%	-0.4	0
Cc1ccccc1NC(=S)N1CCCN(Cc2ccc(F)cc2)C1	3%	0.4	12%	-18%	-1%	-10%	1.2	4
Cn1c(/C(C#N)=C(\O)c2ccc([N+](=O)[O-])cc2)nc2ccccc21	2%	1.9	-5%	8%	24µM*	-6%	-0.5	?
CSc1nnc(C(C)(C)C)c(=O)n1/N=C/c1c(O)ccc2ccccc12	-7%	-3.5	11%	-11%	-4%	-3%	-4.0	28
NC(=O)c1ccc(NC(=O)CSC2=Nc3ccccc3C3CC=NN23)cc1 (stereo not drawn)	-10%	-2.5	0%	?	-25%	-24%	0.9	-2
COc1ccc(-c2c(C)nn3c(Cl)c(C)c(C)nc23)cc1	6%	-1.8	3%	-17%	-17%	?	-0.2	27
CC(C)(CC(=O)O)CC(=O)N1CCN(c2nc3ccc(Cl)cc3s2)CC1	-3%	-0.9	1%	14%	-2%	-8%	-3.1	-24
OC(c1ccc(F)c(F)c1)c1ncc(-c2ccccc2F)[nH]1 (stereo not drawn)	12%	-1.0	1%	-10%	-12%	-3%	0.6	0
Cc1ccc(-n2c(SCC(=O)N/N=C/C=C/c3ccccc3[N+](=O)[O-])nc3ccccc3c2=O)cc1	-5%	0.2	-8%	17%	2%	1%	-2.3	0
CC(=O)c1cccc(NC(=O)CSc2ccc(-c3ccc4c(c3)OCO4)nn2)c1	-4%	0.4	-2%	6%	4%	-2%	-3.0	-6
O=C(NCCc1ccc(Cl)cc1)C1CCC(CNc2c(N3CCCCC3)c(=O)c2=O)CC1 (stereo not drawn)	4%	-2.1	16%	-4%	-4%	-4%	-0.3	7
CCS(=O)(=O)Nc1ccc(-c2ccc(NS(=O)(=O)CC)c(OC)c2)cc1OC	4%	-1.0	-3%	-14%	-18%	4%	0.9	-7
CCOC(=O)C1CCCN(C(=O)CN2C(=O)COc3ccc(C(C)(C)C)cc32)C1 (stereo not drawn)	-28%	0.2	-9%	-22%	-8%	4%	0.1	-3
CC(C)(CC(=O)O)CC(=O)NNc1ncccc1C#N	6%	1.4	2%	9%	0%	16%	0.3	-4
Cc1onc(-c2c(Cl)cccc2Cl)c1C(=O)N1CCN(c2ncccn2)CC1	1%	-0.1	-5%	-6%	0%	3%	0.7	0
COc1ccc(CN(CC2CCCO2)S(=O)(=O)c2ccc(-n3cnnn3)c(OC)c2)cc1 (stereo not drawn)	9%	0.6	2%	?	-9%	-1%	-3.6	8
COc1cc(NC(=O)CSc2nc(=O)n(CCN3CCOCC3)c3c2CCC3)cc(OC)c1	8%	-1.4	4%	-3%	-10%	-28%	0.0	15
O=S(=O)(/N=C(/c1ccccc1)N1CCCCCC1)c1ccccc1	7%	2.4	-5%	-9%	-7%	10%	-0.1	3
CC(C)NC(=O)C1C(c2ccc(C(F)(F)F)cc2)=Nc2ccccc2N1C(=O)c1cccc2ccccc12 (stereo not drawn)	-3%	nt	-16%	-13%	6%	-5%	-0.7	14
COc1ccc(-c2ccnc(-c3ccc(OCCCF)cc3)n2)cc1	10%	0.1	5%	?	-6%	-14%	-5.7	29
COc1cc(OC)c(OC)cc1CN1CCc2ccccc2C1	0%	-3.2	1%	4%	-3%	-6%	-0.6	nt
Cc1c(C(=O)NCc2n[nH]c(=S)n2-c2ccc(F)cc2)cccc1[N+](=O)[O-]	6%	1.6	-7%	18%	-1%	1%	1.4	-1
CN1C[C@@H]2[C@@H]3C(=O)N(Cc4ccccc4)C(=O)[C@@H]3[C@](Cc3ccccc3)(C1=O)N2C(=O)c1ccc(Cl)cc1	4%	-0.4	-1%	-1%	-13%	-1%	-0.4	0
Cc1nc(NC(=O)C2CC2)sc1C(=O)N(C)C	0%	0.5	1%	6%	-7%	2%	0.0	-2
COCCNc1ncnc2c1ncn2[C@H]1CN(Cc2ccc(OC)cc2)C[C@@H](CO)O1	4%	0.2	0%	-11%	6%	-8%	-0.5	3
Cc1cc2nnc(SCC(=O)Nc3ccc(Cl)cc3)n2c(N)n1	-2%	-0.6	-17%	-7%	6%	-1%	1.1	-7
COC(=O)c1sc2nc(SCc3cccc(Cl)c3)n(N)c(=O)c2c1C	-1%	-3.4	4%	-12%	-5%	2%	-0.5	7

Shown with bars between the fields: entries from further up.
canonical_smiles | EPAC2 agonist | CCT chaperon mod | EPAC1 agonist | EPAC1 antag | PLK1 PBD block | WRN inhibitor | IL-2 act | PI5P4Ka inh
O=S(=O)(/N=C(/c1ccccc1)N1CCCCCC1)c1ccccc1 | 7% | 2.4 | -5% | -9% | -7% | 10% | -0.1 | 3
CC(C)NC(=O)C1C(c2ccc(C(F)(F)F)cc2)=Nc2ccccc2N1C(=O)c1cccc2ccccc12 (stereo not drawn) | -3% | nt | -16% | -13% | 6% | -5% | -0.7 | 14
COc1ccc(-c2ccnc(-c3ccc(OCCCF)cc3)n2)cc1 | 10% | 0.1 | 5% | ? | -6% | -14% | -5.7 | 29
COc1cc(OC)c(OC)cc1CN1CCc2ccccc2C1 | 0% | -3.2 | 1% | 4% | -3% | -6% | -0.6 | nt
Cc1c(C(=O)NCc2n[nH]c(=S)n2-c2ccc(F)cc2)cccc1[N+](=O)[O-] | 6% | 1.6 | -7% | 18% | -1% | 1% | 1.4 | -1
CN1C[C@@H]2[C@@H]3C(=O)N(Cc4ccccc4)C(=O)[C@@H]3[C@](Cc3ccccc3)(C1=O)N2C(=O)c1ccc(Cl)cc1 | 4% | -0.4 | -1% | -1% | -13% | -1% | -0.4 | 0
Cc1nc(NC(=O)C2CC2)sc1C(=O)N(C)C | 0% | 0.5 | 1% | 6% | -7% | 2% | 0.0 | -2
COCCNc1ncnc2c1ncn2[C@H]1CN(Cc2ccc(OC)cc2)C[C@@H](CO)O1 | 4% | 0.2 | 0% | -11% | 6% | -8% | -0.5 | 3
Cc1cc2nnc(SCC(=O)Nc3ccc(Cl)cc3)n2c(N)n1 | -2% | -0.6 | -17% | -7% | 6% | -1% | 1.1 | -7
COC(=O)c1sc2nc(SCc3cccc(Cl)c3)n(N)c(=O)c2c1C | -1% | -3.4 | 4% | -12% | -5% | 2% | -0.5 | 7

Next compounds.
SMILES	EPAC2 agonist	CCT chaperon mod	EPAC1 agonist	EPAC1 antag	PLK1 PBD block	WRN inhibitor	IL-2 act	PI5P4Ka inh
CCCOc1ccc(C(=O)NCCC(=O)NCCCC(=O)OCC)cc1	12%	0.5	3%	-6%	-4%	-5%[57.1 µM]	1.7	nt
Nc1[nH]n(-c2ccccc2)c(=O)c1N=Nc1ccc2c(c1)OCO2	10%	-1.7	-6%	-4%	-5%	-8%	-0.4	-6
CCN(CC)S(=O)(=O)c1ccc(NC(=O)c2cc(-c3ccccc3)nc3ccccc23)cc1	7%	-0.2	4%	5%	-1%	-4%	-1.4	2
COc1cccc(NC(=O)CSCc2nc3sc(C)c(C)c3c(=O)[nH]2)c1	-1%	-0.9	2%	2%	-10%	5%	0.3	0
Cc1ccc(N=Cc2sccc2C)cc1C	-3%	0.1	2%	-1%	0%	0%	-0.4	6
COc1cc(Cl)c(C)cc1NC(=O)CSc1ccc(C)cc1	3%	0.7	9%	-1%	-2%	1%	-3.6	nt
Cc1ccc(S(=O)(=O)c2c(N)n(CCCO)c3nc4ccccc4nc23)cc1	0%[15.6 µM]	0.9	-1%	-5%	-13%	-17%	-0.4	-6
O=C(COc1cccc(C(F)(F)F)c1)N1CCN(c2ccccc2O)CC1	-2%	-0.4	3%	-22%	-7%	-4%	-0.3	0
CCn1nc(C)c(CNC(=O)c2ccc(OC3CCN(Cc4ccccn4)CC3)cc2)c1C	1%	-1.5	-1%	-9%	-4%	-18%	-3.2	6
C=C(C)c1cccc(C(C)(C)NC(=O)N2CCN(c3ccccn3)CC2)c1	3%	0.3	-12%	-3%	2%	3%	-2.5	2
COc1cc(C2c3cc4c(cc3C(O)C3COC(=O)C23)OCO4)cc(OC)c1OC (stereo not drawn)	1%	-3.5	-13%	8%	2%	4%	-4.8	3
Cc1ccc(NC(=O)COc2ccc3c(c2)OCO3)c(Cl)c1	2%	1.6	-1%	6%	1%	-5%	0.1	-2
CCCc1cc(=O)oc2c(C)c(O)c(CN3CCCCC3)cc12	0%	-0.5	12%	-3%	-5%	9%	-3.9	nt
COc1ccc(C(CNC(=O)COc2cccc(C)c2)N2CCCC2)cc1 (stereo not drawn)	-3%	0.5	13%	2%	-3%	-2%	-0.3	-3
CC(CC1C(C#N)=C(N)OC2=C1C(=O)CCC2)c1ccccc1 (stereo not drawn)	6%	1.5	-1%	-3%	-6%	-13%	-2.7	nt
Cc1cc(NC(=O)c2ccc([N+](=O)[O-])cc2Cl)no1	11%	-2.3	7%	-24%	-8%	2%	-2.1	1
Cc1c(NP(=O)(Oc2ccccc2F)Oc2ccccc2F)c(=O)n(-c2ccccc2)n1C	5%	-1.9	0%	28%	0%	-2%	-2.2	1
COC(=O)c1cc2n(n1)CCN(Cc1ccccc1Cl)C2=O	2%	-2.9	1%	-5%	4%	0%	-1.6	-4
COCCCNC(=O)C1C2C=CC3(CN(Cc4ccc(C)cc4)C(=O)C13)O2 (stereo not drawn)	6%	-4.5	11%	1%	-11%	3%	-1.0	nt
O=C(Cc1ccccc1)n1nc(-c2ccccc2)nc1NCc1ccco1	9%	-2.0	-7%	-13%	-4%	-3%	-2.6	9
COc1ccc2c(=O)c(C(=O)NCCc3ccc(OC)c(OC)c3)c[nH]c2c1	3%	-0.8	-8%	-8%	-2%	-12%	-2.2	0
CCC(CC)C(=O)Nc1cc(C)c2c(=O)oc3ccccc3c2n1	3%	-0.2	-9%	-9%	4%	-1%	4.3	0
Cc1nnc(NC(=O)Cn2nc(C)c3ccccc3c2=O)s1	10%	-1.0	3%	-14%	-15%	7%	1.3	-4
